Assay outcomes as filed in PubChem.
procasp7 counter: activates human procaspase-7, counter-screen for procaspase-3 activators | recombinant procaspase-7, Ac-DEVD-pNA absorbance 405 nm; D23A/D198A/D206A triple mutant, cannot self-cleave; scale: DMSO 0, 5 µM enzyme 100 | activation, % at 8.5 µM | 0.093% of 330,000 active | AID 463210 | P55210;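 active means percent activation above the screen-wide mean plus 3 SD, cut at about 25% in these data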
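buffer or medium = Zinc-free HEPES/NaCl buffer, pH 7.4 | material = Procaspase-7 triple mutant (PC-7 D3A) | input = 2 µM procaspase-7 mutant as dispensed | signal = Epi-absorbance of released pNA at 405 nm, two timepoints | timing = 1 h preincubation, 2 h reaction | replicates = singlicate compound testing | evaluation = % activation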
CR mimetic SO: lowers age-related superoxide in aged yeast cells | 0.18% of 330,000 active | superoxide response (% of plate mean), % at 10 µM | S. cerevisiae aged cells, superoxide DHE fluorescence; stronger effect = lower value | AID 2690;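 active means superoxide response under a set limit, about three screen SD below normal, cut at about 65% in these data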;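 further: yeast aged for seven days with compound at 30 °C before DHE staining; 100% = average MFI of all compound-treated wells on the plate with controls excluded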
proCasp3 act: procaspase-3 (human) activation. P42574. recombinant procaspase-3 D3A, Ac-DEVD-pNA absorbance 405 nm. activation, % at 8.5 µM. 0.11% of 330,000 active;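 active means activation above the mean of all tested compounds plus 3 SD, cut at about 21% in these data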;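 further: 0% = DMSO alone and 100% = DMSO wells spiked with extra 5 µM PC-3 D3A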
Target sequence (P42574 whole entry D9A/D28A/D175A): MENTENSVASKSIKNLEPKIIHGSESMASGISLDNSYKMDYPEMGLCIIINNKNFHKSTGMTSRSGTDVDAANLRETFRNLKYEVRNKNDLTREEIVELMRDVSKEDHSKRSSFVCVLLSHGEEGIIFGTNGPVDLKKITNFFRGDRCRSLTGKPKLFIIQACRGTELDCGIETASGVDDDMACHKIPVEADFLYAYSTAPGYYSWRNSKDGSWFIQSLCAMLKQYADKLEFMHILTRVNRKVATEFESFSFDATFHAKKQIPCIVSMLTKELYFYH
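Assay system – Procaspase-3 D3A mutant, all three cleavage aspartates alanine · Controls – DMSO-only low control, 5 µM PC-3 D3A high control · Schedule – 1 h compound preincubation, 2 h substrate hydrolysis at 25 °C · Signal – 405 nm absorbance of p-nitroaniline, reads at 0 and 120 min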
AHR act: activates the human aryl hydrocarbon receptor; activation, % at 5 µM; AHR-responsive luciferase reporter cells, luminescence; 2.5% of 320,000 active; in the data active means activation above about 47%;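 further: 0% = vehicle wells and 100% = reference agonist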
Target sequence (P35869 whole entry, looked up): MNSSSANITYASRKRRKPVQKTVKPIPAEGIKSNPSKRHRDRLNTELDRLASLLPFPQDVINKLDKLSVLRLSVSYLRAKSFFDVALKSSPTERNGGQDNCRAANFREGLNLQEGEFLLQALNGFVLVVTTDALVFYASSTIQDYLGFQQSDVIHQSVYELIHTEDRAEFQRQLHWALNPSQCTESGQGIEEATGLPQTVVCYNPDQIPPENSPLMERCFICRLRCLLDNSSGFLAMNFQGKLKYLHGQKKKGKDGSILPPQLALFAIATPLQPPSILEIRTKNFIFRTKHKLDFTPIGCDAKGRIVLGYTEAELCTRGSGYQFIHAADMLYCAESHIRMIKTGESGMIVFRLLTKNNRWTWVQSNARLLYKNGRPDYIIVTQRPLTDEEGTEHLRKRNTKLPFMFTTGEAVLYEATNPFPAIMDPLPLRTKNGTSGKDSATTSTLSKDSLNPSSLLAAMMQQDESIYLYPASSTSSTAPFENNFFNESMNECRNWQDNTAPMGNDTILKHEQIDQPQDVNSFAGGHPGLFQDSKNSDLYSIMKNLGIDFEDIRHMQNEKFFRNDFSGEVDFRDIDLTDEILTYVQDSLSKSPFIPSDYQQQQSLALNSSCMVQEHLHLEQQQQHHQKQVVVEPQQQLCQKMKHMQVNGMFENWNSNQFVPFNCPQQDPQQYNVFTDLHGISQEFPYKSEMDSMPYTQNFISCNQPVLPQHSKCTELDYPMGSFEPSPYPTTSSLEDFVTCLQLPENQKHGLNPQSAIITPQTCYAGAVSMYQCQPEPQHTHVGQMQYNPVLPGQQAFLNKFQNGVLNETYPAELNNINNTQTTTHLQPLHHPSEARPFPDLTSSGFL
LAP4-GFP MLPCN: modulators of TOR pathway LAP4-GFP in S. cerevisiae. S. cerevisiae LAP4-GFP multiplex, flow cytometry GFP, 3 h; median GFP as percent of DMSO wells. GFP response vs DMSO, % at 10 µM. 0.34% of 320,000 active. AID 2023;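 active means GFP response vs DMSO above a set limit, about the screen mean plus 3 SD, cut at about 150% in these data; inconclusive means under 70 cell events counted for the yeast strain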
MEP2-GFP yeast: alters MEP2-GFP fluorescence in TOR pathway yeast screen; S. cerevisiae MEP2-GFP strain, flow cytometry GFP, 3 h; 100% = DMSO control level; GFP response vs DMSO, % at 10 µM; 0.51% of 330,000 active; AID 2016;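 active means GFP response versus DMSO above a set limit, roughly screen mean plus 3 SD, cut at about 180% in these data; inconclusive means fewer than 70 cells counted for a yeast strain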;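 further: median GFP fluorescence of the barcode-gated MEP2-GFP cells per well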
JMJD2C inh: inhibitors of human GASC-1 (JMJD2C) demethylase | 0.069% of 330,000 active | Q9H3R0 | GST-JMJD2C(1-420) H3K9me3 demethylation, DELFIA europium | inhibition, % at 2.35 µM;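 active means more than half of a compound's replicate wells show inhibition beyond 50%, single wells judged on their own value; inconclusive means some, but no more than half, of replicates pass 50% inhibition; inactive means no replicate passes 50% inhibition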;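 further: signal counts dimethyl H3K9 product captured on neutravidin plate; 0% = median of DMSO wells and 100% = 0.3 times that DMSO median; strong numbers were not always called active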
RPL19A-GFP yeast: yeast TOR pathway RPL19A-GFP modulation; AID 2025; percent response vs DMSO, % at 10 µM; 0.3% of 330,000 active; S. cerevisiae RPL19A-GFP strain, flow cytometry, 3 h; stronger effect = lower value;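 active means percent response vs DMSO below 50%; inconclusive means fewer than 70 events counted for the yeast strain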;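 further: median channel GFP fluorescence of the barcoded RPL19A-GFP strain; ratio of sample median GFP to plate DMSO average so 100% = DMSO; lower means less RPL19A-GFP as with rapamycin TOR inhibition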
* = called active by the depositor; ? = inconclusive; . = not tested or not shown; [ ] = another dose, or the depositor's remark. Outcome played no part in choosing rows; about 3.8% have a hit in one of these screens.

SMILES	procasp7 counter	CR mimetic SO	proCasp3 act	AHR act	LAP4-GFP MLPCN	MEP2-GFP yeast	JMJD2C inh	RPL19A-GFP yeast
FC(F)(F)c1cnc(Oc2cccc3ccccc23)c(Cl)c1	3.4	95.8	1.1	18.0	102.7	104.4	6.4	101.0
COC(=O)/C=C1/SC(=Nc2ccc(C)cc2C)NC1=O	3.4	109.2	-10.4	23.1	108.5	101.8	31.8	100.7
COc1cc(-c2nnc(SCc3c(F)cccc3Cl)o2)cc(OC)c1OC	9.4	108.8	7.6	-0.2	125.9	112.4	-0.1	105.7
O=C(Oc1ccc(/C=N/Nc2nc(N3CCCCC3)nc(N3CCCCC3)n2)cc1)c1ccco1	11.6	92.8	7.2	-0.7	98.4	96.5	8.1	94.3
CC(C)OC(=O)C1C2C=CC3(CN(C(C)c4ccc(Br)cc4)C(=O)C13)O2 (centres undefined)	7.6	106.9	0.2	0.5	98.3	106.9	-0.6	100.3
CN1CCN(C(=O)c2ccc(N(Cc3ccccc3Cl)S(C)(=O)=O)cc2)CC1	9.8	80.6	-1.6	-2.4	98.3	103.8	4.9	101.7
O=C(NC1CCN(Cc2ccccc2)CC1)c1ccc2c(c1)[nH]c(=O)n2Cc1ccc(F)cc1	3.4	100.9	-0.7	-1.5	98.5	99.0	-3.6	96.8
O=C(Cc1ccc(Cl)cc1)Nc1ncccn1	6.8	92.3	2.7	1.8	117.2	113.2	-9.5	110.1
CC(C)(C)n1nc2c(c1NC(=O)c1cccc(C(F)(F)F)c1)CS(=O)C2 (centres undefined)	-4.4	94.4	-7.9	-2.1	91.4	96.3	7.4	94.6
CN(c1ccccc1)S(=O)(=O)c1ccc(C(=O)NCc2ccc(F)cc2)cc1	10.4	110.6	8.6	-0.3	100.4	105.0	3.6	98.0
Cc1cc(S(=O)(=O)N2CCCOC2CNC(=O)C(=O)NCc2cccs2)ccc1F (centres undefined)	3.4	99.8	-3.3	3.2	106.4	110.1	9.1	102.4
O=C(CCN1CCN(c2ccccc2)CC1)N/N=C/c1ccc([N+](=O)[O-])o1	0.8	110.6	5.9	0.4	92.5	100.2	-8.4	95.5
Cc1cc(-c2ccccc2)nc(SCC(=O)c2cccc([N+](=O)[O-])c2)n1	-2.2	113.7	-3.8	8.1	100.7	96.2	?	90.8
O=C(NCc1ccc(F)cc1)c1ccc(CS(=O)(=O)Cc2ccc(F)cc2)o1	-5.7	93.0	-5.1	1.8	105.8	109.3	18.0	103.5
COc1ccc(/C(C)=N/Nc2ccccc2Cl)c(O)c1	1.3	105.7	-0.1	28.6	94.5	145.9	4.9	63.3
CCc1ccc(NC(=S)N2CCNC(=O)C2CC(=O)OC)cc1 (centres undefined)	4.9	121.2	2.9	-0.7	109.8	94.6	-4.9	99.0
CC(=O)C1=NN(c2ccccc2)C2(S1)S/C(=C\c1ccccc1)C(=O)N2c1ccccc1 (centres undefined)	4.7	77.7	-3.6	0.9	99.1	100.0	16.6	98.6
CC(C)(C)c1ccc2c(c1)OC(C(=O)N/N=C\c1ccc[nH]1)CO2 (centres undefined)	-8.8	99.4	7.1	0.4	104.8	109.4	-4.8	99.5
C=CCn1c(SCC(=O)Nc2ccc(F)cc2F)nc2c([nH]c3ccccc32)c1=O	2.5	103.0	-1.6	28.2	86.6	98.7	8.1	103.8
COC(=O)Cn1cnc2c(cnn2-c2ccccc2)c1=O	9.5	88.8	16.7	-0.1	92.5	85.8	8.7	94.4
O=C(NNS(=O)(=O)c1ccccc1)c1sccc1-n1cccc1	8.0	108.2	2.4	1.9	103.5	105.2	6.0	99.0
CCOc1ccc(/C=C\C(C)=N\O)cc1	-1.3	85.5	0.2	23.2	112.8	98.3	-5.7	95.3
N#CCNC(=O)c1nn2c(C(F)(F)F)cc(-c3ccccc3)nc2c1Br	25.9*	112.5	-10.2	6.7	97.9	105.4	6.5	93.9
CCCC(C(=O)n1nc(C)cc1C)C(NS(=O)(=O)c1ccc(C)cc1)c1ccccc1 (centres undefined)	-4.9	94.2	6.0	3.0	94.0	101.3	1.0	.
Cc1ccc(C)c(S(=O)(=O)N2CCN(CC(=O)NC(=O)NCc3ccco3)CC2)c1	-1.0	89.8	-3.7	3.5	104.4	94.9	13.0	94.3
Cc1ccc(N(CC(=O)NCC2CCCO2)S(=O)(=O)c2ccccc2)c(C)c1 (centres undefined)	-11.9	92.8	4.7	3.0	97.2	105.1	-2.3	102.9
Cc1ncc(CSc2nccc(=O)[nH]2)c(CO)c1O	8.9	88.1	3.1	0.1	94.8	104.2	-3.8	102.2
COc1ccc(C(OC(=O)c2ccco2)C(=O)NC2CCCCC2)cc1OC (centres undefined)	1.6	93.5	0.3	0.2	98.6	102.2	87.1	102.1
Nc1[nH]ncc1-c1ccc(Cl)cc1	2.1	90.7	2.2	9.3	97.2	104.5	-5.2	99.8
COc1ccc2c(c1)CCc1c(C(=O)NCc3ccc(Cl)cc3)noc1-2	9.6	106.3	2.9	-5.9	96.0	102.9	-3.7	96.6
O=C(Cc1ccccc1)NC1(Cc2ccc(O)cc2)CCCCC1	-1.3	96.1	9.8	-0.3	100.7	106.8	-0.8	92.6
Cc1nc(-c2cccs2)ccc1C(=O)O	-3.3	97.0	-5.5	2.6	101.2	101.0	-14.7	98.1
S=C(Nc1ccccc1Oc1ccccc1)Nc1cccc(Cl)c1Cl	-8.6	107.0	-13.4	8.4	104.7	92.8	-5.6	94.2
CC(=O)Nc1ccc(C(=O)N2CC(=O)NC(=O)C2)cc1	2.8	89.8	5.8	-2.6	104.1[may fluoresce violet]	175.6*[may fluoresce violet]	26.0	63.2[may fluoresce violet]
CC(C)(C)C(=O)c1cn(CC(=O)O)c2ccccc12	3.7	96.3	-7.9	10.6	98.0	95.1	0.0	93.5
O=C(c1ccccc1)N1CCN=C1c1ccccc1	5.5	108.8	6.8	0.1	99.7	109.4	1.3	105.7
CC1(C)CC(=O)C([N+](=O)[O-])=C(NCCCC(=O)O)C1	-7.5	79.3	-1.1	0.0	86.3[may fluoresce violet]	709.0*[may fluoresce violet]	-1.4	26.2*[may fluoresce violet]
Clc1cc(Br)ccc1OCCOCCN1CCCC1	-6.2	92.5	-2.1	1.4	93.8	107.0	16.6	104.7
Cc1ccc(S(=O)(=O)N2[C@@H](c3ccc(C(C)(C)C)cc3)C(C(=O)O)=CC[C@H]2c2cccs2)cc1	7.4	104.9	5.4	1.9	103.1	100.9	.	105.3
Cc1ccc(C)c(N2CCN(S(=O)(=O)c3ccc4[nH]c(=O)c(=O)[nH]c4c3)CC2)c1	1.3	101.2	-11.9	-1.8	98.2	100.7	-5.2	95.3
COc1cccc(C(=O)N2CCN(CCCc3ccccc3)CC2)c1OC	-2.8	91.7	1.7	-2.3	100.1	101.3	-1.2	102.8
COc1ccc(NC(=S)NC(NC(=O)c2cccc(C)c2)C(Cl)(Cl)Cl)c([N+](=O)[O-])c1 (centres undefined)	-3.7	99.3	-14.1	-0.2	95.1	92.8	.	98.3
O=C(COc1ccccc1N1C(=O)c2ccccc2C1=O)c1ccc(Cl)cc1	-1.3	112.3	1.6	1.2	95.3	103.0	-6.9	96.8
C/C=C(/C)C(=O)O[C@@H]1[C@H](OC(=O)C=C(C)C)c2c(ccc3ccc(=O)oc23)OC1(C)C	2.5	97.2	-3.1	0.4	101.6	96.1	10.5	107.5
COC(=O)c1ccc(CSc2n[nH]c(=S)s2)o1	-24.4	96.6	-23.5	2.7	92.0	100.1	-7.3	.
CC1(OC(=O)C2CCCC2)C(=O)C=C2C=C(c3ccsc3)N(Cc3ccc4c(c3)OCO4)C=C2C1=O (centres undefined)	-20.8	96.5	-11.7	12.8	90.2	106.4	3.6	99.9
CC(NC(=O)Cn1ccsc1=N)C12CC3CC(CC(C3)C1)C2 (centres undefined)	6.2	98.6	-8.5	3.3	95.3	92.5	.	94.5
O=C1c2cc(O)cc(O)c2C(=O)c2c1cc(O)c([C@@H](CO)CCO)c2O	-4.5	187.4	-5.8	14.7	105.1	105.9	2.8	98.9

Arranged by molecular weight (smallest number first): part of the list above
SMILES	procasp7 counter	CR mimetic SO	proCasp3 act	AHR act	LAP4-GFP MLPCN	MEP2-GFP yeast	JMJD2C inh	RPL19A-GFP yeast
Cc1ccc(C)c(N2CCN(S(=O)(=O)c3ccc4[nH]c(=O)c(=O)[nH]c4c3)CC2)c1	1.3	101.2	-11.9	-1.8	98.2	100.7	-5.2	95.3
Cc1ccc(C)c(S(=O)(=O)N2CCN(CC(=O)NC(=O)NCc3ccco3)CC2)c1	-1.0	89.8	-3.7	3.5	104.4	94.9	13.0	94.3
CC1(OC(=O)C2CCCC2)C(=O)C=C2C=C(c3ccsc3)N(Cc3ccc4c(c3)OCO4)C=C2C1=O (centres undefined)	-20.8	96.5	-11.7	12.8	90.2	106.4	3.6	99.9

Further records:
SMILES	procasp7 counter	CR mimetic SO	proCasp3 act	AHR act	LAP4-GFP MLPCN	MEP2-GFP yeast	JMJD2C inh	RPL19A-GFP yeast
O=C(NCCNC(=O)c1ccccn1)c1ccc(F)cc1	-3.4	99.1	-6.8	10.9	97.7	101.8	1.8	107.7
COc1ccc(N=CC2=C(O)CCCC2=O)cc1	7.0	94.2	1.7	2.0	89.5	93.0	-9.1	89.5
O=C(N/N=C/c1cccs1)c1cc(-c2ccc3ccccc3c2)n[nH]1	11.5	94.3	-0.9	12.8	99.6	102.8	3.0	101.7
CCCCCCCCNC(=O)c1cccnc1SCC(=O)Nc1ccc(OC)cc1OC	-0.7	97.4	-2.1	-0.5	81.7	104.5	-7.5	103.0
Cc1cc(CNC(=O)C2CCC(=O)N(CCc3cccc(F)c3)C2)on1 (centres undefined)	2.4	99.2	3.6	2.0	95.5	96.4	-5.6	97.3
C/C(=N\NC(=O)c1cccc(S(=O)(=O)N2CCOCC2)c1)c1ccc(C)cc1	2.6	102.8	12.4	2.1	107.7	101.3	4.0	98.1
CC(=O)Nc1ccc(C(=O)OCC(=O)N2CCN(C(=O)c3ccco3)CC2)cc1	8.4	103.9	0.1	2.6	97.6	98.9	2.1	95.5
CCC(=O)c1ccc(OCC(O)CN2CCN(c3cccc(C(F)(F)F)c3)CC2)cc1 (centres undefined)	7.8	95.3	2.2	2.3	91.7	97.4	13.3	94.7
COc1cccc(CNC(=O)C2CCN(S(=O)(=O)c3cccc4cccnc34)CC2)c1	4.2	98.6	-4.8	-0.8	90.1	90.3	-1.7	96.8
CCC1CCc2c(sc(NC(=O)c3ccoc3C)c2C(N)=O)C1 (centres undefined)	2.8	111.2	2.3	27.3	119.5	106.6	11.3	99.2
C#CCOCCOCCOCCNc1nc(N2CCN(C(=O)Cn3cc(CCCN=C(N)N)nn3)CC2)nc(N2CCN(C(=O)[C@H](C)n3cc(CCCN=C(N)N)nn3)CC2)n1	7.4	99.5	8.1	-0.5	93.7	108.5	-2.1	99.1
Cc1ccccc1N(CC(=O)Nc1ccccc1C(=O)NCc1ccco1)S(=O)(=O)c1ccccc1	-1.1	108.4	3.4	2.1	87.4	99.6	10.3	107.7
COc1ccc(Cl)cc1NC(=O)CN(C)C(=O)C1CC1	1.7	87.1	1.3	2.4	90.6	94.5	4.8	101.7
O=C(C1=C(O)C(=O)N(c2ncccn2)C1c1ccc(F)cc1)c1ccco1 (centres undefined)	-14.4	88.2	-6.8	28.8	.	506.2*[may fluoresce violet]	-27.0	43.3*[may fluoresce violet]
